TDP2 inh = human TDP2 enzyme inhibitors, primary screen, biochemical, epi absorbance, recombinant enzyme | Tyrosyl-DNA phosphodiesterase 2 (Homo sapiens), O95551 | T5PNP hydrolysis, p-nitrophenol absorbance 415 nm | inhibition, % at 12.8 µM | 370,000 tested, 0.34% active;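 active = inhibition above the mean of all tested compounds plus 3 SD, set per campaign, cut at about 25% in these data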;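 note: 0% = DMSO with enzyme and 100% = buffer with substrate but no TDP2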
Target sequence (O95551 whole entry, looked up): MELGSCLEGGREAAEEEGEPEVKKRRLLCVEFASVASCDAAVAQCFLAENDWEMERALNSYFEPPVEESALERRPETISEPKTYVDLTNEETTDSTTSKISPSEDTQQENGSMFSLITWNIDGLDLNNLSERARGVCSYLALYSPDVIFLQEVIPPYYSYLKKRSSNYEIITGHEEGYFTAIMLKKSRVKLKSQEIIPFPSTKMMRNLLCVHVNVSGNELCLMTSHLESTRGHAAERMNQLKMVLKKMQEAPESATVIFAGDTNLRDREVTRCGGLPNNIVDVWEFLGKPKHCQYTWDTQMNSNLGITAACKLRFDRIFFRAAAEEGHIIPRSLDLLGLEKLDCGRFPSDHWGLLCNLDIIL
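System – recombinant human TDP2 · Amount – 120 nM TDP2 per well · Buffer or medium – Mg2+-containing Tris-HCl buffer, pH 7.5 · Reagent – T5PNP substrate, 5 mM · Dosing – 12.8 µM single point, 1% DMSO · Incubation – 2 h at 37 °C · Measured by – epi absorbance · Read-out basis – percent inhibition · Benchmarks – high control without enzyme, low control DMSO plus TDP2 · Repeats – singlicate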
ADAM10 inh = human ADAM10 inhibitors, primary screen, biochemical, QFRET, HTS; inhibition, % at 7 µM; 370,000 tested, 0.62% active; recombinant ADAM10, EDANS/DABCYL FRET peptide cleavage, 3 h;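 active = inhibition above a per-campaign cutoff equal to the mean of compounds falling between control-based bounds plus 3 SD, cut at about 20% in these data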;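 note: 0% = DMSO wells while the 100% control is not disclosed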
proKLK7 act = proKLK7 zymogen activators, primary screen, biochemical, fluorescence intensity | purified proKLK7, EDANS-DABCYL substrate fluorescence; 100% is mature enzyme control, 0% vehicle | activation, % at 7 µM | 370,000 tested, 0.9% active | AID 652039, 2013;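 active = activation above the mean of all tested compounds plus 3 SD, computed per campaign excluding outliers beyond control limits, cut at about 13% in these data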
Target sequence (P49862 whole entry, looked up): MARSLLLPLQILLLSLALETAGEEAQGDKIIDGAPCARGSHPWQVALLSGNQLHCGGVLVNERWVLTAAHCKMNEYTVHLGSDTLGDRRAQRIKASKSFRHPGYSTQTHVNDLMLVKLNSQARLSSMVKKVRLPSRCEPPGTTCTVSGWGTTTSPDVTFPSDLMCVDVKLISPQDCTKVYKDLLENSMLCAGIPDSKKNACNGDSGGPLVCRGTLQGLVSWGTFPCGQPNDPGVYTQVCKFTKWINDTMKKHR
ASAP1 inh = inhibitors of human ASAP1 ArfGAP activity, primary screen, biochemical, fluorescence polarization. Arf-GAP with SH3 domain, ANK repeat and PH domain-containing protein 1 (Homo sapiens), …. ASAP1-stimulated ARF1 GTP hydrolysis, GDP FP detection. inhibition, % at 16.5 µM. 360,000 tested, 0.19% active. AID 624377, 2012; in the data active = inhibition above about 25%;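 note: 0% = vehicle with enzyme and substrate and 100% = no enzyme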
Target sequence (Q9ULH1 325-724 limits assumed): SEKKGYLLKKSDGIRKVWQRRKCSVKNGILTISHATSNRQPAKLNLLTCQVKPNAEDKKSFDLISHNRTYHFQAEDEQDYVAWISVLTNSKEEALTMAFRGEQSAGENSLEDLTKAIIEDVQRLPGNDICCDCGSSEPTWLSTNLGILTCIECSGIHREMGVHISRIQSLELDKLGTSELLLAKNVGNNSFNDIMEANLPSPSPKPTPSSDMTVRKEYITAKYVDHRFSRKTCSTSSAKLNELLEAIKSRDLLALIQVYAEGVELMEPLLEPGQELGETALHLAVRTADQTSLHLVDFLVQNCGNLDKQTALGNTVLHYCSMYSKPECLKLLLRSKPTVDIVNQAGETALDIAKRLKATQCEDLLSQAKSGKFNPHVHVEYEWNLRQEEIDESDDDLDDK
DDE Tn6 FP inh = inhibitors of Tn6 peptide binding to fibrin DD(E), primary screen, biochemical, fluorescence polarization, human fibrin, Tn6 probe; 370,000 tested, 0.21% active; Fibrin DD(E) TRITC-Tn6 fluorescence polarization displacement; Fibrinogen beta chain (Homo sapiens), P02675; inhibition, % at 8.3 µM;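 active = inhibition above a per-campaign cutoff: mean of compounds within control limits plus 3 SD, cut at about 15% in these data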;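 note: 0% = median of all compound wells on the plate and 100% = blocking peptide control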
ARFGAP1 inh = inhibitors of rat ARFGAP1 GAP activity, primary screen, biochemical, fluorescence polarization, GDP tracer | 360,000 tested, 0.26% active | AID 651572, 2012 | Arfgap1-stimulated ARF1 GTP hydrolysis, GDP FP detection | inhibition, % at 16.5 µM | ADP-ribosylation factor GTPase-activating protein 1 (Rattus norvegicus), Q62848;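 active = inhibition above a per-plate limit, mean inhibition of low control wells plus 3 SD, cut at about 25% in these data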;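 note: 0% = DMSO wells with enzyme and 100% = wells lacking Arfgap1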
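Repeats: one replicate per compound; assay system: rat Arfgap1 catalytic domain, aa 1-136; times: enzyme reaction 120 min at 25 °C after 20 min preincubation; detection: FP of antibody-bound GDP Alexa 633 tracer, ex 620/em 688 nm; benchmarks: high control wells lacking Arfgap1, low control full reaction with DMSO; reagent: human ARF1(Δ1-17)-GTP substrate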
ADAM17 inh = ADAM17 inhibitors, primary screen, biochemical, QFRET | Disintegrin and metalloproteinase domain-containing protein 17 (Homo sapiens), P78536 | recombinant ADAM17, EDANS/DABCYL FRET peptide cleavage | inhibition, % at 6.95 µM | 370,000 tested, 0.83% active | AID 720648, 2013;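 active = inhibition above the mean of compounds lying between control limits plus 3 SD, set per campaign, cut at about 8.5% in these data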;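 note: 0% = DMSO-only wells as the low control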
DDE Tn7 FP inh = inhibitors of Tn7 peptide binding to fibrin DD(E), primary screen, biochemical, fluorescence polarization, human fibrin, Tn7 probe. Fibrinogen beta chain (Homo sapiens), P02675. FP displacement of FITC-Tn7 peptide from fibrin DD(E); 0% = median of compound wells per plate. inhibition, % at 8.3 µM. 370,000 tested, 0.13% active. AID 720508, 2013;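 active = inhibition above the mean of compounds falling within the control limits plus 3 SD of them, cut at about 14% in these data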;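 note: 0% = plate median of compound wells and 100% = 10 µM Aha-Tn7 peptide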
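Assay system: Human fibrin DD(E) protein | Medium: Tris buffer with calcium and detergent, pH 7.8 | Reagent: 0.1 µM fluorescent Tn7 | Compound dosing: Single point at 8.3 µM | Times: 10 min preincubation, 3 h with tracer, room temperature | Detection: Fluorescence polarization of the labelled Tn7 tracer | Controls: Aha-Tn7 high control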
LEDGF integ inh = blockers of LEDGF/p75-dependent integrase strand transfer – biochemical, TR-FRET, high throughput, primary screen. TR-FRET IN-LEDGF/p75 DNA integration, Eu/Cy5. inhibition, % at 3.7 µM. 370,000 tested, 0.64% active. AID 743269, 2014;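 active = inhibition above the screen-wide mean plus 3 SD, cut at about 13% in these data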;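 note: signal is the Cy5 over europium emission ratio at 671 and 618 nm; 0% = plate median of compound wells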
PLC-gamma1 inh = PLC-gamma1 enzyme inhibitors, primary screen, biochemical, fluorescence, purified enzyme; AID 720700, 2013; inhibition, % at 12.2 µM; fluorogenic substrate; 370,000 tested, 0.84% active; in the data active = inhibition above about 9.5%
* hit, by the source's call.

SMILES	TDP2 inh	ADAM10 inh	proKLK7 act	ASAP1 inh	DDE Tn6 FP inh	ARFGAP1 inh	ADAM17 inh	DDE Tn7 FP inh	LEDGF integ inh	PLC-gamma1 inh
C=Cn1c(C(=O)O)ccc1-c1ccc(OC)cc1	3	0	0.8	-8	-4	-24	-3	5	0	2
O=C(CN1CC(=O)Oc2ccccc21)OCC(=O)c1ccc(F)cc1	3	-2	0.8	2	1	0	-2	4	1	1
CCOc1ccc(C(=O)NC(C(=O)NCc2cccnc2)C(C)C)cc1 (centres undefined)	-10	-4	0.0	-7	7	8	0	-4	0	6
C=CCN(c1ccccc1C(=O)NCC(=O)O)S(=O)(=O)c1ccc(C)cc1	4	0	-0.3	0	-2	2	-2	2	1	0
C=CCn1c(=S)[nH]c2nc3c(cc2c1=O)COC(C)(C)C3	5	-10	-0.2	-4	9	-5	-7	-5	-1	-3
CCc1c(C)sc(NC(=S)Nc2cccnc2)c1C(=O)OC	-15	8	0.1	-9	3	1	1	1	0	0
CCOC(=O)C(CC)Sc1ccc2nnc(CCNS(=O)(=O)c3ccccc3)n2n1 (centres undefined)	14	-8	0.6	8	2	5	-3	-9	1	0
C#CCNC(=O)C[C@H]1C[C@@]2(C(=O)OC)C(=C[C@H](C(C)(C)C)O[C@@H]2C)N(CCC2=CCCCC2)C1=O	-3	-9	0.6	-8	1	7	-2	-3	-3	0
CC(C)C(=O)Nc1ncc2c(n1)CC(c1cccs1)CC2=O (centres undefined)	-11	0	0.1	-5	5	15	0	-4	-3	2
COc1ccc2[nH]c3nc(SCC(=O)Nc4ccc5c(c4)OCO5)nnc3c2c1	-2	4	0.2	10	5	6	-3	3	-2	2
CC(C)c1ccc(OCCCCCN2CCOCC2)cc1	10	13	0.7	-8	-1	-7	-4	0	4	5
O=C(CSc1ccc(S(=O)(=O)N2CCOCC2)cn1)Nc1ccc(OC(F)F)cc1	-2	-4	-0.4	2	-1	2	-4	-4	0	0
CCCS(=O)(=O)NC(=O)C1(C)CCCN(C(=O)c2ccc(C#N)cc2)C1 (centres undefined)	9	0	0.0	-1	2	9	-1	-5	1	1
O=[N+]([O-])c1ccc(CCn2ccnc2)cc1	-3	-3	-0.6	-5	9	-4	-2	2	2	-2
CC(C)NC(=O)Nc1ccc2c(c1)C(=O)N([C@H](C)CO)C[C@H](C)[C@@H](CN(C)C(=O)NC1CCCCC1)O2	-9	-21	0.3	-12	5	9	-3	2	-1	0
O=C(CCCCCN1C(=O)CCC1=O)Nc1ccc(Cl)c(C(F)(F)F)c1	-4	5	0.0	0	0	-2	1	-3	1	4
COCCN(CCOC)S(=O)(=O)c1ccc(C(=O)Nc2ccc([N+](=O)[O-])cc2OC)cc1	-4	-4	0.2	14	-1	8	-5	5	-1	-1
C/C(=N\NC(=S)NC1CCCCC1)c1ccc(C)o1	5	-2	0.4	-8	-4	-1	-1	-1	0	2
CCOC(=O)/C(=C\c1ccc(C)cc1)NC(=O)c1ccccc1	-4	-3	0.6	6	2	-2	-1	-1	-2	0
COC(=O)[C@@H]1[C@@H](C)OC(=O)N[C@H]1c1ccccc1	2	-1	0.1	-11	1	-1	-3	-2	5	3
COc1ccccc1C(=O)NC(=O)COC(=O)c1ccc(Cl)cc1[N+](=O)[O-]	-3	2	-1.0	6	-2	8	-3	2	6	2
COc1cc2cc(C(=O)N/N=C/c3cccc(OC)c3OC)[nH]c2cc1OC	2	-32	2.9	16	-5	7	-15	-3	3	-99
O=C1CCCC(=O)C1Sc1ccc(Cl)cc1	-2	1	-0.1	-5	-5	2	-3	0	-4	0
O=C(CC[C@H]1O[C@@H](n2ccc(=O)[nH]c2=O)[C@H](O)[C@@H]1O)NCc1ccc2c(c1)OCO2	0	-9	-0.1	9	2	6	-5	8	4	2

A draw from above in order of molecular weight, smallest number first:
SMILES	TDP2 inh	ADAM10 inh	proKLK7 act	ASAP1 inh	DDE Tn6 FP inh	ARFGAP1 inh	ADAM17 inh	DDE Tn7 FP inh	LEDGF integ inh	PLC-gamma1 inh
COC(=O)[C@@H]1[C@@H](C)OC(=O)N[C@H]1c1ccccc1	2	-1	0.1	-11	1	-1	-3	-2	5	3
COc1ccccc1C(=O)NC(=O)COC(=O)c1ccc(Cl)cc1[N+](=O)[O-]	-3	2	-1.0	6	-2	8	-3	2	6	2
CC(C)NC(=O)Nc1ccc2c(c1)C(=O)N([C@H](C)CO)C[C@H](C)[C@@H](CN(C)C(=O)NC1CCCCC1)O2	-9	-21	0.3	-12	5	9	-3	2	-1	0

Additional compounds.
SMILES	TDP2 inh	ADAM10 inh	proKLK7 act	ASAP1 inh	DDE Tn6 FP inh	ARFGAP1 inh	ADAM17 inh	DDE Tn7 FP inh	LEDGF integ inh	PLC-gamma1 inh
Cc1sc2ncnc(NCC(c3ccco3)N3CCCC3)c2c1C (centres undefined)	-8	5	-0.1	3	-5	-15	1	-5	-2	2
COc1ccccc1NS(=O)(=O)c1cc(NC(=O)/C=C/c2cccs2)ccc1N1CCOCC1	2	-5	-0.2	32*	-4	20	3	-1	-4	-2
Cc1cccc(C)c1NC(=O)c1c(-c2ccccc2)noc1C	-7	5	0.1	11	1	-2	0	-9	3	3
O=C(CSc1nc2[nH]ncc2c(=O)[nH]1)Nc1ccc(Cl)cc1	8	1	-0.2	-8	-7	-2	1	-2	6	2
NS(=O)(=O)c1ccc(NC(=O)CSc2nc3ccccc3c(=O)n2Cc2ccncc2)cc1	-5	10	0.7	9	7	10	0	-6	1	3
Cc1ccc(Cl)cc1NC(=O)N(C)CCO	1	1	0.1	0	-3	10	-3	0	3	3
COCCn1c(SCC(=O)Nc2ccccc2OC)nnc1-c1ccco1	-12	2	-1.0	-3	4	9	0	-3	7	6
O=[N+]([O-])c1ccc(CSc2nc3ccccc3o2)cc1	-3	-2	0.2	-6	-2	7	1	-1	-1	4
Cc1noc(C)c1CSCC(=O)N1CCN(c2ccc(F)cc2)CC1	4	-1	-0.2	5	-2	8	-3	3	-1	-3
CC(C)CC(c1nc2ccccc2[nH]1)n1c(-c2ccccc2Br)nc2ccccc21 (centres undefined)	7	15	-0.3	6	0	-1	5	-2	1	1
Nc1c(C(=O)Nc2ccc3c(c2)OCCO3)nnn1Cc1ccccc1	2	-9	-0.7	-6	-1	8	-2	6	0	2
Cn1c(=O)c(C(=O)NCCO)c(O)c2ccccc21	15	-9	0.4	5	-9	-6	-4	-3	-4	-2
CN(C)C(=O)c1c(NC(=O)c2ccccc2)sc2c1CCC2	3	-7	-0.1	14	-1	-11	-5	5	-3	-9
Cc1ccc(N(C(=O)c2csnn2)C(C(=O)NC2CCCC2)c2cccnc2)c(C)c1 (centres undefined)	-6	-3	-0.4	-9	5	17	-2	-1	3	2
N#Cc1ccc(OCC(=O)NNC(=S)NC2CCCCC2)cc1	1	1	-0.1	8	2	6	1	-8	1	-5
c1ccc(-c2nnnc3ccccc23)cc1	4	-6	0.0	0	-2	-1	0	1	0	3
COc1ncnc2c1NC1=C(S2)C(=NCCC(=O)O)CC(C)(C)C1	5	-26	7.4	-11	11	-6	-10	7	1	-39
CCOc1ccc(NC(=O)c2ccc(NC(=O)COC(=O)c3ccc(NC(=O)CC#N)cc3)cc2)cc1	-17	3	-0.3	-3	-14	-17	-1	-6	-1	-2
CC(CCCC(C)(C)O)NCCO (centres undefined)	-2	-4	0.4	0	-5	-3	-3	5	-1	-2
Nc1cc(Oc2ccc(Cl)cc2Cl)nc(N)n1	4	0	0.2	7	-1	-1	0	5	1	0
CCNS(=O)(=O)c1ccc(CCC(=O)NCc2ccncc2)cc1	-9	15	-0.5	-13	-3	3	-4	2	4	0
O=C(COC(=O)c1ccc(-n2cnnn2)cc1)Nc1cc(Cl)ccc1F	-6	-16	-0.2	8	8	13	-4	0	-3	-1
COc1ccc2c(c1)CCc1cn[nH]c1-2	-12	-3	-0.2	-10	6	-1	-5	6	-3	0
Cc1[nH]n(-c2ccccc2)c(=O)c1C=Nc1ccc(S(=O)(=O)N(C)C)cc1	13	9	0.7	-2	1	1	5	9	-1	2

Five successive entries out of the list so far, quoted:
SMILES	TDP2 inh	ADAM10 inh	proKLK7 act	ASAP1 inh	DDE Tn6 FP inh	ARFGAP1 inh	ADAM17 inh	DDE Tn7 FP inh	LEDGF integ inh	PLC-gamma1 inh
Nc1cc(Oc2ccc(Cl)cc2Cl)nc(N)n1	4	0	0.2	7	-1	-1	0	5	1	0
CCNS(=O)(=O)c1ccc(CCC(=O)NCc2ccncc2)cc1	-9	15	-0.5	-13	-3	3	-4	2	4	0
O=C(COC(=O)c1ccc(-n2cnnn2)cc1)Nc1cc(Cl)ccc1F	-6	-16	-0.2	8	8	13	-4	0	-3	-1
COc1ccc2c(c1)CCc1cn[nH]c1-2	-12	-3	-0.2	-10	6	-1	-5	6	-3	0
Cc1[nH]n(-c2ccccc2)c(=O)c1C=Nc1ccc(S(=O)(=O)N(C)C)cc1	13	9	0.7	-2	1	1	5	9	-1	2
